Source: PubChem BioAssay (National Center for Advancing Translational Sciences (NCATS))
AmpC no deterg – qHTS Inhibitors of AmpC Beta-Lactamase (assay without detergent); AID 485341, 2010; AmpC nitrocefin hydrolysis, absorbance 480 nm, 0.0001% Triton; P00811; Potency, µM (highest dose often 57.1 µM), inactives show top-dose activity change, negative = inhibition, actives largely listed as inhibitors; 330,000 compounds, 0.52% hits;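 note: potency is the fitted concentration of half-maximal effect; plate controls were no compound for no effect and no enzyme for full effect; nearly all actives have a fitted effect of over 20% in size; some results filed as inactive show a strong effect at the top dose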
Target sequence (P00811 whole entry, looked up): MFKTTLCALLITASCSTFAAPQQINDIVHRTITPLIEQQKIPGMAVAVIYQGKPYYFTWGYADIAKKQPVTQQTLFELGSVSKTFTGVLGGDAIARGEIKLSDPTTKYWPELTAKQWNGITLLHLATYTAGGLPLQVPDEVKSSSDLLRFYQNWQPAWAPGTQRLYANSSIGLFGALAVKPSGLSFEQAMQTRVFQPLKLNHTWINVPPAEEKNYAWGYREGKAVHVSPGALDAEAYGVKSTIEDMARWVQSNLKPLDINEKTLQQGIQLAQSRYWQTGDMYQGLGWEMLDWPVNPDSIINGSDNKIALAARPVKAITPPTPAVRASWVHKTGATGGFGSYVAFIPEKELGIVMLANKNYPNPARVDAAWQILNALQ
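AmpC (5.3 nM in the dispensed reagent) in 20 mM phosphate pH 7.0 with 0.01% (detergent screen) or 0.0001% Triton X-100 was preincubated with compounds for 15 min at room temperature. Nitrocefin was then added from an 800 uM solution, and hydrolysis was followed at 480 nm.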
AmpC inh detg – qHTS Inhibitors of AmpC Beta-Lactamase (assay with detergent) | P00811 | 370,000 compounds, 0.041% hits | Potency, µM (highest dose often 114 µM), without a hit: at the highest dose activity change, negative = inhibition, actives largely listed as inhibitors | AmpC hydrolysis of nitrocefin, absorbance 480 nm, 0.01% Triton;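 note: potency is the fitted concentration of half-maximal effect; 0% = no-compound wells and -100% = no-enzyme wells; nearly all actives have a fitted effect of over 25% in size; some results filed as inactive show a strong effect at the top dose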
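AmpC (5.3 nM in the dispensed reagent) in 20 mM phosphate pH 7.0 with 0.01% (detergent screen) or 0.0001% Triton X-100 was preincubated with compounds for 15 min at room temperature. Nitrocefin was then added from an 800 uM solution, and hydrolysis was followed at 480 nm.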
HCV inhibitor – qHTS Assay for Inhibitors of Hepatitis C Virus (HCV); Potency, µM (doses to about 41.8 µM), for the others: at the highest dose activity change, negative = inhibition, most hits filed as inhibitors; Huh7.5.1 HCVcc-Cre infection, luciferase reporter, 44 h; 340,000 compounds, 3.4% hits; note: potency is the fitted concentration of half-maximal effect
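After 44 h co-culture of compound, cells and HCVcc-Cre (~0.5 moi), substrate is added for 15 min at room temperature and luciferase measured over 15 sec. Cells were seeded at 1,000/well and pre-cultured 4 h.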
AMA1-RON2 inh – qHTS for Inhibitors of AMA1-RON; Towards Development of Antimalarial Drug Lead: Primary Screen; Plasmodium falciparum AMA1 (3D7) - RON2 peptide interaction; 360,000 compounds, 0.2% hits; Potency, µM (highest dose often 58.2 µM), for inactives: top-dose activity change, negative = inhibition, actives largely listed as inhibitors; AID 720542, 2013; AlphaScreen AMA1-biotinylated RON2 peptide binding;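 note: potency is the fitted concentration of half-maximal effect; 0% = vehicle wells and -100% = peptide control; nearly all actives have a fitted effect of over 45% in size; some results filed as inactive show a strong effect at the top dose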
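AMA1 (3D7) with his tag at 25 nM final met compounds first, then biotinylated RON2 peptide at 25 nM; detection used donor plus acceptor beads, 10 µg/mL apiece, read by AlphaScreen after 30 min at room temperature.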
Tb PYK inh – qHTS of Trypanosoma Brucei Inhibitors; TbPYK enzyme, Kinase-Glo Plus ATP luminescence, 45 min; Potency, µM (highest dose often 76.8 µM), for the others: at the highest dose activity, negative = inhibition, hits mostly inhibitors; 410,000 compounds, 0.12% hits; note: potency is the fitted concentration of half-maximal effect; nearly all actives have a fitted effect of over 50% in size
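Glycolytic pyruvate kinase of T. brucei was incubated with substrate, test compound and 130 uM ADP for 45 minutes at room temperature. Luminescent Kinase-Glo Plus signal was measured after 10 minutes.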
HCMV inh – qHTS Assay for inhibitors of the human cytomegalovirus (HCMV). HFF cells, HCMV-luciferase reporter, 72 h; hits give low values. 410,000 compounds, 4.5% hits. activity change, negative = inhibition, % at 57.5 µM. AID 1259415, 2018; in the data active = activity change below about -60%; inconclusive = no clear call, values can overlap the other calls; inactive = above about -39%
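After 16 h attachment at 37C, HFF cells received test compound and HCMV-luciferase (1 PFU/cell); reporter luminescence read 72 h later, data normalized against buffer-only and known inhibitor Salinomycin.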
LmPK inh – qHTS Assay for Inhibitors of Leishmania Mexicana Pyruvate Kinase (LmPK); Q27686; purified LmPK, Kinase-Glo ATP luminescence, 1 h; Potency, µM (series often up to 57.5 µM), for inactives: at the top dose activity change, negative = inhibition, hits mostly inhibitors; 290,000 compounds, 0.37% hits; AID 1721, 2009; note: potency is the fitted concentration of half-maximal effect
Target sequence (Q27686 whole entry, looked up): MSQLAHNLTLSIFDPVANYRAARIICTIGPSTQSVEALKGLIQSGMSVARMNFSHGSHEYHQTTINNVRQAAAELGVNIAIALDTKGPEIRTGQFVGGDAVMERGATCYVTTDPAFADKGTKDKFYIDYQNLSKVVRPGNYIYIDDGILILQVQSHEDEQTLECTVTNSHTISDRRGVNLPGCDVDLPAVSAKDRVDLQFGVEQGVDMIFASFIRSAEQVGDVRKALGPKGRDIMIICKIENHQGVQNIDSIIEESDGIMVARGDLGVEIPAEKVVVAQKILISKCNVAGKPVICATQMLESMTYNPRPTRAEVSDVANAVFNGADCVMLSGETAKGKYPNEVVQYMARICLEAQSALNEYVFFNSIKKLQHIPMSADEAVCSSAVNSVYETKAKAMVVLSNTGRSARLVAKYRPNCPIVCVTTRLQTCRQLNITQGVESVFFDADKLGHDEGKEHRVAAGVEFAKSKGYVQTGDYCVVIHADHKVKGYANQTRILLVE
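Screened at intermediate enzyme activity to detect both inhibitors and activators: LmPK at 0.1 nM, with a 0.5 nM enzyme column as activation reference. PEP 0.5 mM, ADP 0.1 mM; ATP detected by luminescence after 1 h.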
* hit, by the source's call; & = joins results of further samples; [ ] = remark or other dose. Unless noted, calls come from the whole dose curve; as a rule, active = well fitted curve in the direction sought with a large enough effect; inconclusive = small, poorly fitted or top-dose-only effect, or another doubt; inactive = no such curve, though single readings can be large; an effect the other way counts as inactive or inconclusive. Unless noted, % is set by controls: 0 for no effect and ±100 for the full control effect.

Results for COc1ccccc1NC(=O)COC(=O)c1ccc2c(c1)nc(C)n2-c1ccccc1 ?
AmpC no deterg: 42.2%; AmpC inh detg: inconclusive; HCV inhibitor: -8.9%; AMA1-RON2 inh: -3.8%; Tb PYK inh: -4.3%; HCMV inh: 5.2; LmPK inh: 1.3%

Results for COc1ccc(NC(=O)CSc2nc3ccccc3nc2N2CCOCC2)c(OC)c1 ?
AmpC no deterg: 86.0%[activator]; AmpC inh detg: -13.9%&26.9%; HCV inhibitor: -19.6%; AMA1-RON2 inh: -13.0%; Tb PYK inh: 0.9%&2.5%; HCMV inh: inconclusive; LmPK inh: -3.7%

How did CN(C)c1ccc(/C=C/C=N/Nc2nc(N3CCOCC3)nc(N3CCOCC3)n2)cc1 do in these assays?
AmpC no deterg: -7.0%; AmpC inh detg: 9.3%; HCV inhibitor: -29.8%; AMA1-RON2 inh: 0.0%; Tb PYK inh: -3.8%; HCMV inh: 2.9; LmPK inh: 9.1%

What do the screens show for `CCC(CC)C(=O)Nc1ccc(Cl)c(Cl)c1`?
AmpC no deterg: -37.5%; AmpC inh detg: -10.0%; HCV inhibitor: inconclusive; AMA1-RON2 inh: 1.5%; Tb PYK inh: 0.3%; HCMV inh: -25.7; LmPK inh: 3.5%

Results for CCOC(=O)C1CCN(S(=O)(=O)c2c(C)noc2C)CC1 ?
AmpC no deterg: -5.5%; AmpC inh detg: -8.3%; HCV inhibitor: inconclusive; AMA1-RON2 inh: 7.3%; Tb PYK inh: 12.6%; HCMV inh: -2.0; LmPK inh: 2.5%

What do the screens show for `c1ccc(C2c3[nH]c4ccccc4c3CCN2Cc2cccn2-c2cccnc2)nc1` (stereo not drawn)?
AmpC no deterg: 80.5%[activator]; AmpC inh detg: 1.3%; HCV inhibitor: -19.8%; AMA1-RON2 inh: -1.4%; Tb PYK inh: -4.1%; HCMV inh: 1.1; LmPK inh: -0.9%

What do the screens show for `OC(CNCC1CCCO1)Cn1c2ccccc2c2ccccc21` (stereo not drawn)?
AmpC no deterg: 0.9%; AmpC inh detg: inconclusive; HCV inhibitor: inconclusive; AMA1-RON2 inh: 1.2%; Tb PYK inh: 1.7%; HCMV inh: 35.1; LmPK inh: 1.5%

What do the screens show for `Cc1cc(O)c(C(C)C)cc1NC(=O)Nc1ccc([N+](=O)[O-])cc1`?
HCV inhibitor: inconclusive; AMA1-RON2 inh: -3.5%; Tb PYK inh: -2.6%; HCMV inh: -16.7

How did CCCn1c(SCc2ccc(Cl)cc2)nc2c1c(=O)[nH]c(=O)n2C do in these assays?
AmpC no deterg: 2.0%; AmpC inh detg: -6.9%; HCV inhibitor: -17.3%; AMA1-RON2 inh: 1.2%; Tb PYK inh: -7.2%; HCMV inh: inconclusive; LmPK inh: 3.2%

Results for O=C(Nc1ccc2ccccc2c1)NC1CCS(=O)(=O)C1 (stereo not drawn) ?
AmpC no deterg: -26.5%; AmpC inh detg: -8.8%; HCV inhibitor: -8.2%; AMA1-RON2 inh: -1.9%; Tb PYK inh: 3.4%; HCMV inh: -8.0; LmPK inh: 1.7%

What do the screens show for `COc1ccc(OC)c(C(O)c2nc3ccccc3n2C(C)C)c1` (stereo not drawn)?
AmpC no deterg: -13.2%; AmpC inh detg: -5.0%; HCV inhibitor: 4.5%; AMA1-RON2 inh: 9.4%; Tb PYK inh: -4.4%; HCMV inh: -28.2; LmPK inh: 1.2%

How did COc1cc(C)nc(N(Cc2ccccc2)S(=O)(=O)c2ccccc2)n1 do in these assays?
AmpC no deterg: -29.9%; AmpC inh detg: 1.9%; HCV inhibitor: inconclusive; AMA1-RON2 inh: 2.0%; Tb PYK inh: 0.2%; HCMV inh: -16.4; LmPK inh: -7.1%

How did CCOC(=O)CCNC(=O)N1CCCC(CCC(=O)N(C)CCc2ccccn2)C1 (stereo not drawn) do in these assays?
AmpC no deterg: -5.2%; AmpC inh detg: 7.7%; HCV inhibitor: 1.4%; AMA1-RON2 inh: 13.3%; Tb PYK inh: -9.3%; HCMV inh: -19.0; LmPK inh: 3.9%

Results for COc1ccc(NC(=O)CSc2nncn2N)c(OC)c1 ?
AmpC no deterg: -12.8%; AmpC inh detg: inconclusive; HCV inhibitor: 5.6%; AMA1-RON2 inh: 0.0%; Tb PYK inh: 0.4%; HCMV inh: 19.7; LmPK inh: 0.5%

What do the screens show for `O=C(O)CCn1[nH]c(=O)c2ccccc2c1=O`?
AmpC no deterg: -11.8%; AmpC inh detg: -0.3%; HCV inhibitor: 16.6%; AMA1-RON2 inh: -4.9%; Tb PYK inh: 5.7%; HCMV inh: -4.5; LmPK inh: 7.2%

3 records picked at random from the list so far:
What do the screens show for `c1ccc(C2c3[nH]c4ccccc4c3CCN2Cc2cccn2-c2cccnc2)nc1` (stereo not drawn)?
AmpC no deterg: 80.5%[activator]; AmpC inh detg: 1.3%; HCV inhibitor: -19.8%; AMA1-RON2 inh: -1.4%; Tb PYK inh: -4.1%; HCMV inh: 1.1; LmPK inh: -0.9%

What do the screens show for `CCC(CC)C(=O)Nc1ccc(Cl)c(Cl)c1`?
AmpC no deterg: -37.5%; AmpC inh detg: -10.0%; HCV inhibitor: inconclusive; AMA1-RON2 inh: 1.5%; Tb PYK inh: 0.3%; HCMV inh: -25.7; LmPK inh: 3.5%

What do the screens show for `COc1ccc(OC)c(C(O)c2nc3ccccc3n2C(C)C)c1` (stereo not drawn)?
AmpC no deterg: -13.2%; AmpC inh detg: -5.0%; HCV inhibitor: 4.5%; AMA1-RON2 inh: 9.4%; Tb PYK inh: -4.4%; HCMV inh: -28.2; LmPK inh: 1.2%

The listing continues.
Results for Cc1cc(NC(=O)C(C)SCC(=O)OCC(=O)N(Cc2ccccc2)C(C)(C)C)no1 (stereo not drawn) ?
AmpC no deterg: 25.6%; AmpC inh detg: -3.8%; HCV inhibitor: 14.6%; AMA1-RON2 inh: 25.0%; Tb PYK inh: -5.2%; HCMV inh: -33.8; LmPK inh: -0.9%

Results for CS(=O)(=O)C1=NN2C(=N)/C(=C\c3ccc(OC(=O)c4ccco4)cc3)C(=O)N=C2S1 ?
AmpC no deterg: -22.4%; AmpC inh detg: inconclusive; HCV inhibitor: 12.0%; AMA1-RON2 inh: 6.5%; Tb PYK inh: 4.5%; HCMV inh: -22.9; LmPK inh: -13.0%

Results for CC(=O)Nc1cccc(Cn2cccn2)c1 ?
AmpC no deterg: -9.8%; AmpC inh detg: 1.9%; HCV inhibitor: 2.1%; HCMV inh: 16.9; LmPK inh: -1.2%

How did O=C1CC(N(O)c2ccccc2)C(=O)N1Cc1ccccc1 (stereo not drawn) do in these assays?
AmpC no deterg: -15.4%; AmpC inh detg: inconclusive; HCV inhibitor: -6.5%; AMA1-RON2 inh: 9.5%; Tb PYK inh: -0.1%; HCMV inh: 29.8; LmPK inh: -2.5%

Results for Cc1ccc(S(=O)(=O)NCC(c2ccc(N(C)C)cc2)N2CCc3ccccc32)cc1 (stereo not drawn) ?
AmpC inh detg: 13.2%; Tb PYK inh: -7.8%; HCMV inh: 3.7

Results for CCOc1ccc(S(=O)(=O)NCC(c2ccc3c(c2)OCO3)N2CCN(C)CC2)cc1 (stereo not drawn) ?
AmpC no deterg: 10.3%; AmpC inh detg: -13.1%; HCV inhibitor: inconclusive; AMA1-RON2 inh: -18.9%; Tb PYK inh: -1.2%; HCMV inh: -21.2

How did COc1cc(NC(=O)CSc2nc(C)c(C)c(C)n2)c(C)cc1[N+](=O)[O-] do in these assays?
AmpC no deterg: -10.3%; AmpC inh detg: 0.0%; HCV inhibitor: 3.6%; AMA1-RON2 inh: 8.8%; Tb PYK inh: 2.8%; HCMV inh: -31.8; LmPK inh: 3.7%

How did C/C(=N/NS(=O)(=O)c1ccc(Cl)cc1)c1cccc(NC(=O)c2ccc(Cl)cc2Cl)c1 do in these assays?
AmpC no deterg: -35.9%; AmpC inh detg: 6.7%; HCV inhibitor: 11.3%; AMA1-RON2 inh: -3.0%; Tb PYK inh: -21.3%; HCMV inh: 8.0; LmPK inh: 1.2%

What do the screens show for `O=C(CCl)N(CCCNC(=O)C(F)(F)F)c1ccc([N+](=O)[O-])cc1`?
AmpC no deterg: -5.5%; AmpC inh detg: -0.7%; HCV inhibitor: inconclusive; AMA1-RON2 inh: 9.7%; Tb PYK inh: -4.4%; HCMV inh: -100.6*; LmPK inh: -4.6%

What do the screens show for `O=C(NNC(=S)Nc1cccc(C(F)(F)F)c1)c1ccccc1Cl`?
AmpC no deterg: -10.9%; AmpC inh detg: 5.1%; HCV inhibitor: inconclusive; AMA1-RON2 inh: 59.8%[activator]; Tb PYK inh: -23.1%; HCMV inh: -23.9; LmPK inh: 1.4%

How did Cc1cccc(NC(=O)C(CC(C)C)NC(=O)C2CCC(C)CC2)n1 (stereo not drawn) do in these assays?
AmpC no deterg: -28.4%; AmpC inh detg: 5.5%; HCV inhibitor: 12.0%; AMA1-RON2 inh: 27.8%; Tb PYK inh: 0.0%; HCMV inh: -20.8; LmPK inh: -0.1%

What do the screens show for `COc1ccc(C(CNC(=O)c2cc3c(s2)CCC(C)C3)N2CCOCC2)cc1` (stereo not drawn)?
AmpC no deterg: 200.9%[activator]; AmpC inh detg: inconclusive; HCV inhibitor: inconclusive; AMA1-RON2 inh: 5.6%; Tb PYK inh: 1.6%; HCMV inh: inconclusive

Results for CSc1nn2cc(CCN3CCOCC3)c(-c3ccc(F)cc3)nc2c1C#N ?
AmpC no deterg: 110.4%[activator]; AmpC inh detg: -13.1%; HCV inhibitor: -5.7%; AMA1-RON2 inh: -3.4%; Tb PYK inh: -3.1%; HCMV inh: -20.8; LmPK inh: -9.8%

What do the screens show for `CC(C)C[C@H](NC(=O)N1c2ccccc2NC(=O)[C@@H]1C(C)C)C(=O)N1CCC[C@@H]1C(=O)O`?
AmpC no deterg: -13.3%; AmpC inh detg: -8.8%; HCV inhibitor: 4.8%; AMA1-RON2 inh: -0.2%; Tb PYK inh: 1.7%; HCMV inh: 17.5; LmPK inh: -2.5%

Results for CN(C)CCn1cnc2c1c(=O)[nH]c(=O)n2Cc1ccccc1 ?
AmpC no deterg: -18.9%; AmpC inh detg: -6.6%; HCV inhibitor: 21.7%; AMA1-RON2 inh: 6.4%; Tb PYK inh: -7.2%; HCMV inh: inconclusive; LmPK inh: -0.6%
